Bioassay records: PubChem BioAssay, Broad Institute
PGC1a acetyl inh: PGC1a acetylation modulation, inhibitor mode; inhibition, % at 15.6 µM; U2OS PGC1a acetylation, AlphaScreen anti-acetyl-lysine; with virally co-expressed GCN5 acetyltransferase; AID 651687; 350,000 compounds, 0.17% hits;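 active means every replicate shows inhibition of at least 40%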;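 further: 0% = neutral control wells and 100% = positive control wells; some results beyond the cut were filed as inactive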
Cneo AK release: causes C. neoformans cell lysis | lysis activity, % at 15 µM | AID 651654 | 360,000 compounds, 0.2% hits | adenylate kinase release luminescence, 4 h; normalised: neutral wells 0, clomiphene wells 100;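 active means mean lysis activity across replicates of at least 80%, whatever share of replicates individually reach that level; inactive means mean lysis activity below 80%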
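Assay system: log-phase C. neoformans yeast / Quantity: yeast cell density of 5 × 10^6 cells/mL / Medium: fresh YPD growth medium / Compound: single dose / Timing: static 4 h at 37 °C with compound, 1 h detection / Measured by: adenylate kinase release luminescence / Read-out: lysis from increased AK signal / Benchmarks: Clomiphene as positive lysis control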
PglD DTNB: blocks C. jejuni PglD acetyltransferase activity; 360,000 compounds, 0.098% hits; inhibition, % at 12.5 µM; purified PglD enzyme, DTNB colorimetric CoA detection; in the data active means inhibition above about 16%, passing the limit was not always enough; further: strong numbers were not always called active
C2C12 statin: suppressors of simvastatin-induced myotoxicity in C2C12 myotubes; ATP luminescence, 48 h; scaled: DMSO 0, geranylgeraniol control 100; rescue of ATP level, % at 7.49 µM; 330,000 compounds, 0.78% hits; AID 602340;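 active means mean ATP rescue above about 67%, or every replicate alone reaching that limit, limit read from the data, passing the limit was not always enough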;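 further: myotubes were challenged with 10 µM simvastatin during compound exposure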
GSIS activator: primary screen for activators of insulin secretion dependent on glucose, INS-1E cells, GLuc reporter luminescence | INS-1E GLuc reporter insulin secretion, 2-3 h | activation, % at 16.6 µM | 370,000 compounds, 0.61% hits;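 active means lowest replicate activation of at least 40%, so every replicate reaches that level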;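 further: 0% = median of neutral control wells and 100% = median of IBMX positive control wells; some compounds called inactive have numbers as strong as hits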
LGR2 antag: Drosophila LGR2 receptor signaling inhibition; HEK293 LGR2, CRE-luciferase, bursicon-stimulated, 4 h; inhibition, % at 9.99 µM; 380,000 compounds, 0.35% hits; AID 720647;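 active means drop in luminescence signal, shown as inhibition above about 50% in the replicate tests, limit read from the data, passing the limit was not always enough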;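 further: agonist challenge used bursicon conditioned medium at about half maximal strength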
ARNT-TACC3 inh: ARNT/TACC3 interaction disruption; inhibition, % at 9.99 µM; AlphaScreen His-ARNT PAS-B/GST-TACC3 binding, luminescence; TACC3 fragment carries E629A point mutation; 390,000 compounds, 0.66% hits;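 active means mean inhibition of replicates at least 50% and at least half of replicates each reaching 50%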;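 further: 0% = complete ARNT plus TACC3 wells and 100% = ARNT alone without TACC3; many hits fall short of the cut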
PAX8 inh HTS: lowers PAX8-driven luciferase in RMG-I cells | RMG-I TPO-luciferase reporter, SteadyGlo, 24 h | inhibition, % at 12.6 µM | 360,000 compounds, 1.2% hits | AID 652154;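 active means mean replicate inhibition at least 60% with every replicate also reaching 60%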;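 further: luciferase light reporting Pax8 driven TPO promoter activity; plate controls were median of neutral control wells for no effect and mitoxantrone controls for full effect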
An asterisk follows results filed as active; / = not tested or not shown.

SMILES | PGC1a acetyl inh | Cneo AK release | PglD DTNB | C2C12 statin | GSIS activator | LGR2 antag | ARNT-TACC3 inh | PAX8 inh HTS
O=C(Cc1c(F)cccc1Cl)NNC(=O)c1ccc(Br)s1 | -2 | -1 | 0 | 16 | 2 | -6 | -9 | 12
O=C(NCc1nnc(SCc2ccc(C(F)(F)F)cc2)n1-c1ccccc1)C12CC3CC(CC(C3)C1)C2 | / | / | / | / | -14 | 27 | -2 | 21
O=C(COc1ccc(Br)cc1Cl)N1CCN(c2ncccn2)CC1 | 0 | 1 | 4 | 7 | -4 | 25 | 1 | -2
CN(C)c1ccc(NC(=O)CN2CCC(O)(c3ccccc3)CC2)cc1 | 1 | / | / | / | 17 | 29 | -4 | 23
O=C(c1ccco1)N1CCN(Cc2nnc(-c3ccccc3)o2)CC1 | 4 | 1 | -2 | 1 | 12 | 4 | 8 | 28
O=C1CSC(c2ccc(Cl)cc2Cl)N1c1ccccn1 (stereo not drawn) | -6 | / | / | 11 | 20 | / | -2 | -14
CCOC(=O)c1cc(-c2ccc(/C=N\n3cnnc3)o2)ccc1Cl | 0 | -3 | 25* | 10 | / | / | 0 | /
CC(=O)NC(c1ccc(C)cc1)c1cc(Cl)c2cccnc2c1O (stereo not drawn) | 38 | 1 | 3 | -68 | -7 | 20 | 5 | 36
COc1cc(C(=S)N2CCOCC2)cc(OC)c1OC(=O)Cc1ccc(F)cc1 | -5 | 0 | 2 | 1 | -5 | 15 | 1 | 3
COc1ccc(C(=O)N2CCN(c3ccc(NC(=O)c4ccco4)cc3)CC2)cc1 | / | 3 | -1 | -3 | -5 | 10 | -1 | 14
CCC(=O)N1CCN(c2ccccc2NC(=O)COc2ccc(C(C)C)cc2)CC1 | 3 | 1 | 3 | / | -65 | 13 | -4 | 10
Cc1ccc(Cl)cc1N1CCN(C(=O)Cc2csc(Nc3nc(=S)[nH]c4ccccc34)n2)CC1 | / | / | / | / | 2 | 5 | 1 | 29
COc1ccc(CC(CC(=O)O)C(=O)Nc2ccc(Cl)c(Cl)c2)cc1 (stereo not drawn) | -5 | -2 | -5 | 0 | -1 | 7 | -6 | 1
CCOC(=O)C1(Cc2ccc(OC)cc2)CCN(C(=O)CN2CCOC2=O)CC1 | 10 | 0 | -3 | 1 | 0 | -27 | -10 | -18
CCN(CC(=O)Nc1c(F)cccc1F)C(=O)c1ccc(N2CCOCC2)c([N+](=O)[O-])c1 | -5 | -1 | 2 | -7 | 8 | -1 | 2 | 0
CCOc1cccc(C(=O)Nc2ccc3c(c2)OCCO3)c1 | -17 | -8 | 2 | -21 | 27 | 33 | 11 | -12
C[C@H]1CN([C@@H](C)CO)C(=O)c2cc(NS(=O)(=O)c3ccc(Cl)cc3)ccc2O[C@@H]1CN(C)Cc1ccncc1 | 8 | -6 | 3 | -22 | 4 | 1 | -9 | -11
Cc1ccc(-n2c(O)c(C=NC3CCS(=O)(=O)C3)c3ccccc3c2=O)c(C)c1 (stereo not drawn) | 57* | / | / | 5 | / | 3 | -2 | 3
COc1ccc(N/N=C(/Oc2ccc([N+](=O)[O-])cc2)C(C)=O)cc1 | / | 1 | -2 | / | -12 | / | 3 | 18
CCC1(c2ccccc2)NC(=O)N(CC(=O)NCC2COc3ccccc3O2)C1=O (stereo not drawn) | -6 | 2 | 5 | 7 | -24 | 17 | 6 | /
Cc1cc(NC(=O)C(C)SCC(=O)Nc2ccccc2N2CCCCC2)no1 (stereo not drawn) | -19 | / | / | 17 | -21 | -2 | -5 | -6
COc1ccc(CN2C(=O)c3cccnc3C2=O)cc1S(=O)(=O)N1CCCCC1C (stereo not drawn) | 4 | -1 | -4 | -4 | 24 | 2 | 2 | -3
O=C1Nc2cc(C(F)(F)F)ccc2N2CCCCC12 (stereo not drawn) | -13 | 3 | 3 | -3 | -17 | 4 | -6 | -4
CCOC(=O)CCCn1c(C)nc(=O)c(-c2ccccc2)c1C | 1 | -3 | 7 | 16 | / | / | 11 | /
Cc1c(NC(=O)C23CC4CC(CC(Br)(C4)C2)C3)c(=O)n(-c2ccccc2)n1C | 0 | 10 | 8 | 9 | 6 | 13 | -35 | 9
C[C@@H]1CN([C@@H](C)CO)C(=O)c2cc(C#CC3(O)CCCC3)cnc2O[C@H]1CN(C)C(=O)Cc1ccncc1 | -1 | 4 | 0 | 10 | 7 | -2 | 3 | /
CCOc1cccc(-c2nnc3sc(-c4cccs4)nn23)c1 | -13 | -5 | -4 | 9 | / | / | 29 | /
CN1CCCc2cc(C=O)ccc21 | 14 | -8 | 3 | / | / | / | -2 | -2
CN(CC(=O)Nc1ccccc1Br)C(=O)CCCSc1nc2ccccc2[nH]1 | / | -1 | 2 | 16 | -21 | -3 | -2 | 9
COc1ccc(NC(=O)N2CC(=O)N3[C@H](C2)[C@@H](c2ccc(-c4ccc(C)cc4)cc2)[C@@H]3CO)cc1 | -7 | / | / | / | -24 | -2 | / | -2
CCOC(=O)c1ccc(NC(=S)N2CCCC2)cc1 | / | / | / | 1 | -11 | 4 | 0 | -32
CCCc1ccc2oc(C(=O)N3CCC(C(N)=O)(N4CCCCC4)CC3)c(C)c2c1 | 1 | 1 | -3 | -1 | 32 | -6 | -2 | -10
Cc1ccc(NC(=O)COC(=O)Cc2c[nH]c3ccccc23)cc1F | -17 | 0 | 1 | 9 | -35 | 6 | 9 | 6
COc1cc2c(cc1OC)CN(C(=O)c1nn(Cc3ccccc3)c(=O)c3ccccc13)CC2 | -8 | -2 | 0 | -1 | 1 | 7 | 6 | 32
COc1ccc(CNC(=O)CNC(C)c2ccc(F)cc2)cc1 (stereo not drawn) | -6 | 0 | 9 | 2 | 2 | -4 | -28 | -7
O=C(/C=C/c1ccccc1)NNC(=O)c1cccnc1 | 1 | 4 | 6 | 1 | / | / | -17 | /
Cc1ccc(S(C)(=O)=NC(=O)NC(=O)c2c(Cl)cccc2Cl)cc1 (stereo not drawn) | / | / | / | / | 15 | -7 | -3 | 1
COc1ccc(NC(=O)N(C)C[C@@H]2Oc3c(NC(=O)Nc4c(C)noc4C)cccc3C(=O)N([C@@H](C)CO)C[C@H]2C)cc1 | 11 | -2 | -1 | 12 | 4 | 1 | -6 | /
CC(=O)Nc1ccc(S(=O)(=O)Nc2nc3ccccc3nc2Nc2ccc(N)cc2)cc1 | -4 | -7 | -4 | -8 | / | -17 | -6 | 19
CC1CCCCC1NC(=O)CSc1nnc(CNC(=O)c2ccccc2)n1C (stereo not drawn) | 0 | / | / | / | -14 | 2 | -5 | 13
CC1(C)CC(=O)C(C(c2cccc([N+](=O)[O-])c2)C2C(=O)CC(C)(C)CC2=O)C(=O)C1 | / | -2 | -4 | / | -10 | -10 | -1 | 31
COc1cccc(/C=C/C(=O)N2CCN(c3n[nH]c(=O)[nH]c3=O)CC2)c1OC | 0 | 2 | 5 | 0 | -3 | 15 | -5 | 7
O=Cc1[nH]c2ccccc2c1N(C(=O)CCl)c1ccccc1 | -14 | / | / | / | 3 | -26 | -2 | 10
CN(C)c1oc(-c2ccc(OCc3ccccc3)cc2)nc1C#N | 0 | -2 | -3 | -7 | / | / | / | /
COc1ccc(-c2ccc([C@@H]3[C@H]4CN(C(=O)C5CC5)CC(=O)N4[C@H]3CO)cc2)cc1 | -6 | / | / | / | -1 | 12 | / | 1
C/C(=N\NC(=O)c1cc(-c2cccnc2)nc2ccccc12)c1ccc(O)cc1O | 17 | -6 | 9 | / | -13 | 26 | -8 | /
C/C(=N/Nc1ccccc1C(=O)O)c1cccs1 | 9 | -4 | -3 | 7 | -5 | -54 | 2 | -33
COCCN1C(=O)Cc2c1nc(N)c1c(N)nc(N3CCN(c4ccc(F)cc4)CC3)c(C#N)c21 | 8 | / | / | 6 | 21 | 9 | -7 | 0
COc1ccc(NC(=O)[C@@H]2CCCN2C(=O)[C@@H]2Cc3ccccc3CN2C(=O)OC(C)(C)C)cc1 | / | / | / | / | -33 | 9 | -3 | 8
CCCCCNC(=O)c1ccc(NS(=O)(=O)c2ccc3[nH]c(=O)[nH]c3c2)cc1 | 2 | 1 | -2 | -3 | 15 | 4 | -1 | -4
Further results:
SMILES | PGC1a acetyl inh | Cneo AK release | PglD DTNB | C2C12 statin | GSIS activator | LGR2 antag | ARNT-TACC3 inh | PAX8 inh HTS
C[C@H](CO)N1C[C@H](C)[C@H](CN(C)Cc2ccc(C(=O)O)cc2)Oc2ccc(NS(=O)(=O)c3cn(C)cn3)cc2C1=O | 2 | -3 | -6 | -21 | 9 | -16 | -17 | /
OC(c1ccccc1)(c1nc(-c2csc3ccccc23)cs1)C(F)(F)F (stereo not drawn) | -3 | -6 | -2 | -2 | 82 | 20 | / | -3
O=C(CNC(=O)c1ccc(Br)o1)NCc1ccc(Cl)cc1 | -3 | -1 | -2 | 11 | 11 | -6 | / | -7
COc1ccccc1N1CCN(C(=O)c2cc(C)oc2C)CC1 | 2 | / | / | / | -44 | 14 | -4 | 13
O=C(C[n+]1ccccc1)Nc1ccccc1C(=O)O | / | / | / | / | 6 | 7 | -2 | -13
CCn1cc(C(=O)N[C@@H](CCSC)C(=O)NCCCOC)c(=O)c2cc3c(cc21)OCO3 | -5 | 4 | 1 | -12 | -1 | 11 | 0 | 3
C/C=C/c1ccc([C@H]2[C@@H](CO)N3CCCCN(S(=O)(=O)c4cccc(C)c4)C[C@H]23)cc1 | -6 | 1 | 7 | -13 | -16 | 0 | -4 | -20
CN(CCO)c1ccc([N+](=O)[O-])cc1C(=O)O | 4 | 2 | -10 | -2 | / | / | 1 | /
C[C@@H]1CN([C@H](C)CO)C(=O)Cc2cc(NC(=O)Cn3cnnn3)ccc2O[C@@H]1CN(C)Cc1ccncc1 | 4 | 0 | -11 | -9 | 15 | 2 | -9 | 8
CCN(CC)C(=O)c1cccc2nc3ccccc3nc12 | / | -1 | 0 | 8 | 6 | -1 | 0 | 22
O=C(O)CCC(=O)N1CCc2cc(S(=O)(=O)Nc3ccc4c(c3)OCCO4)ccc21 | 5 | -1 | -4 | 9 | -6 | 12 | 7 | -8
CC(C)(C)OC(=O)CNC(=O)c1[nH]cnc1C(=O)Nc1ccc(Cl)cc1 | 4 | 5 | 6 | -11 | / | -6 | 4 | 5
Clc1ccc2nc(-c3cccc(Br)c3)c(Cc3ccccc3)n2c1 | -24 | -2 | 0 | -10 | / | -107 | / | -79
COc1ccc(-c2nnc(SCC(=O)/C(C#N)=C(\C)N)o2)cc1 | -4 | -1 | -3 | -7 | 9 | / | 9 | /
Cc1cccc(NC(=O)CN2CCc3cc4c(cc3C2C)OCCCO4)c1 (stereo not drawn) | -11 | 1 | -1 | -21 | 1 | -1 | 9 | 6
COc1ccc(NC(=O)NNS(=O)(=O)c2ccc(Br)cc2)cc1 | / | -8 | 2 | 5 | 14 | -7 | 3 | 5
O=c1ccn([C@@H]2O[C@H](CNCc3cccn3-c3nccs3)[C@@H](O)[C@H]2O)c(=O)[nH]1 | 18 | 2 | -2 | -11 | 7 | 14 | / | 14
